ARNT TACC3 PPI: disruptors of human ARNT/TACC3 interaction; inhibition, % at 9.99 µM; AlphaScreen His-ARNT PAS-B/GST-TACC3 binding, luminescence; TACC3 fragment carries E629A point mutation; Q9Y6A5; hit rate 0.66% among 390,000;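 active means mean inhibition of replicates at least 50% and at least half of replicates each reaching 50%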;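 further: 0% = complete ARNT plus TACC3 wells and 100% = ARNT alone without TACC3; many hits fall short of the cut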
RAD54 inh: RAD54 (human) branch migration inhibition; Q92698; RAD54 Holliday junction branch migration, FAM/BHQ fluorescence; inhibition, % at 10.4 µM; hit rate 0.14% among 360,000; AID 602329;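 active means mean normalized replicate activity at least 40 and at least half of replicates scoring 40 or more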;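 further: 0% = median of neutral control wells and 100% = median of positive control wells; inhibitors cause a drop in the FAM fluorescence signal; in these data hits start at about 50%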
Casp6 inh: inhibitors of human caspase-6; purified caspase-6, Z-VEID-R110 cleavage fluorescence; inhibition, % at 12.5 µM; hit rate 0.53% among 350,000; AID 686996;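 active means mean inhibition across replicates at least about 35%, with every replicate also reaching that limit, limit read from the data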;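 further: 0% = median of neutral control wells and 100% = no fluorescence left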
RAD52 inh: RAD52 (human) annealing inhibition; recombinant RAD52 DNA annealing, FRET fluorescence; inhibition, % at 18.7 µM; hit rate 0.46% among 360,000; AID 651710;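 active means every replicate showing at least 50% inhibition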
PglD DTNB: inhibitors of Campylobacter jejuni PglD acetyltransferase. hit rate 0.098% among 360,000. purified PglD enzyme, DTNB colorimetric CoA detection. AID 602405. inhibition, % at 12.5 µM; in the data active means inhibition above about 16%, passing the limit was not always enough; further: strong numbers were not always called active
esBAF inh: inhibitors of esBAF chromatin remodeling in mouse ES cells; hit rate 2% among 350,000; reporter increase, % at 12.5 µM; AID 602393; Bmi1-luciferase knock-in reporter, 24 h; 100% = twice the neutral-well signal; in the data active means activation above about 40%;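 further: 0% = median of the plate's neutral control wells and 100% = double that signal; a rise in the Bmi1 reporter signal indicates esBAF inhibition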
ERp5 inh: blocks human ERp5 reductase activity on insulin; ERp5 insulin aggregation, absorbance 650 nm, 90 min; Q15084; hit rate 0.05% among 350,000; inhibition, % at 9.99 µM; AID 651711;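 active means mean replicate inhibition above about 25%, with every replicate also reaching it, limit read from the data, passing the limit was not always enough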
Target sequence (Q15084 whole entry, looked up): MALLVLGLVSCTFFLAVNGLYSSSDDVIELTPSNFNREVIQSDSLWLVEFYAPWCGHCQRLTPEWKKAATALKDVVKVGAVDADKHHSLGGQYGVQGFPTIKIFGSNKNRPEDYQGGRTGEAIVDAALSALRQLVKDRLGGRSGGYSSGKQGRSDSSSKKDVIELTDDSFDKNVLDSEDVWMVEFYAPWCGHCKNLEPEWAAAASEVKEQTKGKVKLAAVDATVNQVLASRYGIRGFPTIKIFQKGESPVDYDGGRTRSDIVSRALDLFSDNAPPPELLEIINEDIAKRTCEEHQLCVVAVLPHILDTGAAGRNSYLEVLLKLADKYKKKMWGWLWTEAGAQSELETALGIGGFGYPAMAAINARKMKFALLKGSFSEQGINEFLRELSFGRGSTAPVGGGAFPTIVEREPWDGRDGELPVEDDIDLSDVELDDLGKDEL
E-sel inducer: E-selectin induction on HUVECs. P16581. activation, % at 7.58 µM. hit rate 0.37% among 260,000. HUVEC E-selectin immunofluorescence imaging; normalized: neutral wells 0, TNF-alpha wells 100;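 active means mean E-selectin-positive cell signal at least 10% of the positive control, reached in at least 60% of replicates, without over 20% cell loss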;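 further: in these data hits start at about 27%; measured in HUVEC primary endothelial cells; signal is the percent of cells scored E-selectin positive by PE staining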
Target sequence (P16581 whole entry, looked up): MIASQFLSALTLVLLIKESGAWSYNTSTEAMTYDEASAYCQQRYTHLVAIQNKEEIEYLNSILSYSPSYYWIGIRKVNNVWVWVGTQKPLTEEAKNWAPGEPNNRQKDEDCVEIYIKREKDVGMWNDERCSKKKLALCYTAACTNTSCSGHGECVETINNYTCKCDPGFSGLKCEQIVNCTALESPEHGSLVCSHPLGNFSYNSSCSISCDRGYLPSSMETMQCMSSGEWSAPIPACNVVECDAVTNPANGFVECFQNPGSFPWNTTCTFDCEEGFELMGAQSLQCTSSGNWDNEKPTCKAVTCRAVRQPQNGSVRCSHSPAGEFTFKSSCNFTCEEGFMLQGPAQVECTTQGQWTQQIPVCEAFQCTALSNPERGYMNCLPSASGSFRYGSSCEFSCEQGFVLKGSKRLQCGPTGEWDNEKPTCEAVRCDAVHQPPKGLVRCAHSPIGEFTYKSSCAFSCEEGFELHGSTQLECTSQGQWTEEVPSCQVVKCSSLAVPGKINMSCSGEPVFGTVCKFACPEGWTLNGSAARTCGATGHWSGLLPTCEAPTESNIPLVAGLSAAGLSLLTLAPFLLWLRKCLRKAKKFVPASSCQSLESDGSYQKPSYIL
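Read-out: % PE-positive cells | Test system: HUVEC | Doses: One compound dose added by pin transfer | Buffer or medium: EGM-2 over gelatin coat | Signal: Immunofluorescence imaging | Benchmarks: TNF-alpha, DMSO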
An asterisk follows results filed as active; nt = not tested or not shown; & = joins results of further samples.

SMILES	ARNT TACC3 PPI	RAD54 inh	Casp6 inh	RAD52 inh	PglD DTNB	esBAF inh	ERp5 inh	E-sel inducer
CCOP(=O)(c1ccccc1)C1(C#N)CC1 (centres undefined)	4	nt	-2	-13	nt	nt	2	nt
Cc1[nH]c2c(C)cccc2c1CCNC(=O)C1CCCCC1C(=O)OCC(F)(F)F (centres undefined)	-1	1	nt	nt	-5	nt	nt	1.0
C[C@@H]1CCCCO[C@@H](CN(C)Cc2ccc(C(=O)O)cc2)[C@H](C)CN([C@@H](C)CO)C(=O)c2cc(NC(=O)NC3CCCCC3)ccc2O1	8	10	4	2	-1	4	-11	0.0
O=P(c1ccccc1)(c1ccccc1)C(O)c1ccco1 (centres undefined)	-21	0	nt	nt	4	4	nt	nt
COc1cc(C(=O)Nc2ccc3c(c2)N(C(=O)CN2CCN(C)CC2)c2ccccc2CC3)cc(OC)c1OC	-4	nt	-32	23	nt	nt	3	nt
C[C@@H]1CCCCO[C@@H](CN(C)C(=O)Nc2ccc(C(F)(F)F)cc2)[C@H](C)CN([C@@H](C)CO)C(=O)c2cc(NS(=O)(=O)c3ccccc3)ccc2O1	6	-1	2	-30	2	3	-1	0.1
COc1cccc(-c2ccc3c(c2)[C@H]2[C@H](CCN2S(=O)(=O)c2ccccc2F)[C@@H](CO)N3)c1	39	8	-4	30	1	5	-1	0.2
O=C(NCc1ccccn1)Nc1cccc(F)c1	-6	9	-3	-2	-1	12	18	0.0
CCOc1ccccc1OCC(=O)Nc1ccc(S(=O)(=O)Nc2nc(C)cc(C)n2)cc1	-3	-8	nt	nt	-8	1	nt	0.6
CCC1OC(C)Cc2[nH][nH]c(=O)c21 (centres undefined)	nt	nt	1	-3	nt	nt	-3	-0.2
COc1cccc(C2c3[nH]c4ccccc4c3CCN2Cc2ncc[nH]2)c1 (centres undefined)	53*	9	-1	-37	2	11	1	1.5
O=C(Nc1ccccc1C(F)(F)F)N1CCN(c2ccccn2)CC1	-11	nt	2	-5	nt	nt	-4	-0.5
Cc1cc(C)n(-c2cccc(Cl)c2C#N)n1	-2	-6	-1	-3	4	nt	2	nt
COc1ccc(/C=N\NC(=O)C2C(=O)NCC2c2ccccc2)cc1O (centres undefined)	-24	-5	nt	nt	2	8	nt	nt
CN(C)CCCN=C(NO)c1ccc(Cl)cc1Cl	1	2	-3	-3	4	2	2	nt
O=C(NNC(=O)c1csc(N2CCOCC2)n1)c1cccnc1	10	-13	6	4	3	-2	2	0.1
COCC(=O)N1CCC(c2nc3ccccc3[nH]2)CC1	nt	-3	-2	-1	-5	-1	0	0.0
CCN1C(=O)/C(=C/c2ccc(OCc3ccc(C(=O)O)cc3)c(Cl)c2)NC1=S	-1	-6	30	-25	-4	0	0	-0.2
CCCNC(=O)Nc1ccc2c(c1)C(=O)N(C)C[C@H](OC)[C@@H](C)CN(C(=O)CC)[C@H](C)CO2	1	2	nt	nt	1	-4	nt	0.2
C[C@H]1CCCCO[C@H](CN(C)C(=O)Nc2cccc3ccccc23)[C@@H](C)CN([C@@H](C)CO)C(=O)c2cc(NC(=O)Nc3ccccc3)ccc2O1	-10	-19	nt	nt	-1	6	nt	nt
CCOC(=O)/C(=C\c1ccccc1)C(=O)CCN1CCOCC1	-8	nt	1	-8	nt	nt	5	1.5
CCOc1cc(C2C(C(=O)c3ccco3)=C(O)C(=O)N2CC2CCCO2)ccc1O (centres undefined)	0	-2	-2	-10	-3	0	1	0.3
CN1CCN(C(=O)C[C@@H]2CC[C@H]3[C@@H](COc4ccc(NC(=O)C5CCCCC5)cc4C(=O)N3C)O2)CC1	-24	-20	0	27	4	-6	-2	0.0
CSc1ccccc1NC(=O)c1cc(C)on1	0	-8	nt	nt	-5	4	nt	nt
Cc1ccc(C(=O)Nc2cccc(C(F)(F)F)c2)cc1Nc1cncnc1	17	5&-14	1&2	-5&-126	1&4	0&10	-1&-3	-0.1

ARNT TACC3 PPI: what is marked active above
| Structure | ARNT TACC3 PPI | Casp6 inh | RAD52 inh | PglD DTNB | esBAF inh | ERp5 inh |
| --- | --- | --- | --- | --- | --- | --- |
| COc1cccc(C2c3[nH]c4ccccc4c3CCN2Cc2ncc[nH]2)c1 (centres undefined) | 53* | -1 | -37 | 2 | 11 | 1 |

More records:
SMILES	ARNT TACC3 PPI	RAD54 inh	Casp6 inh	RAD52 inh	PglD DTNB	esBAF inh	ERp5 inh	E-sel inducer
O=C(CCCN1C(=O)c2ccccc2C1=O)OC1CSCC1NC(=O)c1ccccc1 (centres undefined)	-2	-9	nt	nt	-3	2	nt	nt
O=C(NCC[C@@H]1CC[C@@H](NS(=O)(=O)c2cccc(F)c2)[C@@H](CO)O1)C1CCOCC1	-3	-11	-1	-4	0	-5	1	-0.5
c1ccc(OCc2nnnn2-c2ccccc2)cc1	-8	nt	0	-10	nt	nt	-4	nt
C[C@H](CO)N1C[C@H](C)[C@@H](CN(C)Cc2ccc(-c3ccccc3)cc2)Oc2c(NC(=O)c3nc4ccccc4s3)cccc2C1=O	-6	-1	-2	-12	3	1	2	0.0
C[C@H]1CN([C@@H](C)CO)C(=O)c2cc(NC(=O)Nc3ccccc3)ccc2O[C@H]1CN(C)S(=O)(=O)c1ccc(F)cc1	-12	-1	nt	16	14	-8	-1	-0.1
O=C(c1ccc(Br)cc1)N1CCN(S(=O)(=O)c2ccccc2)CC1	-2	-4	1	-5	-3	0	4	nt
CNS(=O)(=O)c1cccc(C(=O)OCC(=O)N2CCN(C(=O)c3ccco3)CC2)c1	11	8	-2	-2	0	-1	-1	nt
CN(C)S(=O)(=O)c1cccc(NC(=O)CN(CCO)CC(=O)Nc2cccc(S(=O)(=O)N(C)C)c2)c1	4	-1	0	-14	5	-5	1	0.4
Cc1cccc(N2CCN(CC(=O)NCc3ccc(Cl)cc3)CC2)c1C	-12	0	0	-24	2	6	-2	nt
NNC(=O)CCN1CCN(C(c2ccccc2)c2ccccc2)CC1	14	nt	2	-2	nt	nt	0	nt
COc1ccc(Cc2nnc(NC(=O)Nc3ccccc3F)s2)cc1OC	-4	-6	-2	-6	0	4	-1	0.1
O=C(Cc1ccccc1[N+](=O)[O-])NCCSCc1c(F)cccc1Cl	-1	-4	nt	nt	4	16	nt	nt
COc1ccc(CN(C)C[C@H]2Oc3ccc(NS(=O)(=O)c4cn(C)cn4)cc3C(=O)N([C@H](C)CO)C[C@H]2C)cc1	1	13	1	-3	0	-2	-5	-2.0
CCN(CC)CCN=c1c(C)nc(C#N)c(N)n1O	nt	0	-2	-10	-1	-1	7	4.7
N/C(=N\OC(=O)c1ccc(F)cc1)c1nonc1N	nt	nt	0	-9	nt	nt	3	-0.1
C=C1C(=O)[C@]23C[C@H]1CCC2[C@@]1(C)C(C[C@@H]3O)[C@](C)(C(=O)OC)CC[C@@H]1OC(C)=O (some centres undefined)	nt	3	2	-5	-2	-84	3	-0.7
Cc1cccc(S(=O)(=O)N2CCn3cccc3C2C)c1 (centres undefined)	-3	9	-2	-15	-100	-6	2	1.9
O=C(CCNS(=O)(=O)c1ccc(Br)cc1)Nc1cccc(F)c1	-4	0	-2	5	1	-4	-1	-0.1
CCC(=O)Nc1ccc2c(c1)C(=O)N(C)[C@@H]1CC[C@@H](CC(=O)N[C@@H](C)c3ccccc3)O[C@@H]1CO2	-4	0	1	4	2	-1	0	0.1
C=CCN(C(=O)CCC(=O)Nc1cc(C)on1)C(C(=O)NC1CCCC1)c1ccc(CC)cc1 (centres undefined)	5	nt	-1	0	nt	8	3	0.4
COc1ccccc1NC(C#N)c1ccccc1OCc1ccccc1 (centres undefined)	-3	nt	0	-26	nt	nt	4	nt
Cc1ccccc1OCc1nnc(SCC(=O)N2CCc3ccccc32)n1C	-5	1	nt	nt	-6	2	nt	nt
CC(=O)Nc1ccc(C(=O)OCC(=O)Nc2ccccc2F)cc1	-7	nt	-2	-5	nt	nt	-1	-3.3
C[C@@H]1CN([C@H](C)CO)C(=O)c2cccc(NC(=O)Nc3ccccc3)c2O[C@H]1CN(C)Cc1ccc(C(=O)Nc2ccccc2N)cc1	2	3	nt	-3	1	-9	10	3.0
O=C(Cc1ccccc1)Nc1ccc(NC(=O)C2CCCCC2)nc1	-15	-11	-1	-11	0	-2	4	2.8
Continuation.
SMILES	ARNT TACC3 PPI	RAD54 inh	Casp6 inh	RAD52 inh	PglD DTNB	esBAF inh	ERp5 inh	E-sel inducer
COc1cccc(-c2nn(-c3ccccc3)cc2/C=C(\C#N)C(=O)NCCCn2ccnc2)c1	1	-25	nt	nt	6	nt	nt	0.9
CC(C)C[C@@]12C(=O)N(c3cccc(Br)c3)C(=O)N1[C@H](c1ccc(Cl)cc1)[C@@H]1C(=O)N(C3CCCCC3)C(=O)[C@@H]12	-15	3	-1	-3	3	-7	-1	-0.2
COc1ccc(S(=O)(=O)N2CCCC2C(=O)NCC(=O)Nc2cccc(Cl)c2C)cc1 (centres undefined)	-2	1	0	-18	-7	7	6	nt
CCOC(=O)C1=C(C)NC(=S)NC1c1ccc(OCC(=O)N2CCCCCC2)cc1 (centres undefined)	-2	-12	2	-10	1	-5	1	-0.1
CCOc1ccc(S(=O)(=O)Nc2ccc(C(=O)NN)cc2)cc1	-8	10	-1	-16	2	1	-4	7.2
CO[C@H]1CN(C)C(=O)c2cc(NS(=O)(=O)c3ccccc3C)ccc2OC[C@@H](C)NC[C@@H]1C	-1	-6	-1	-4	4	2	-3	0.0
Cc1ccc(Cl)c(NC(=O)CN2C(=O)C(C)N(c3ccc(F)cc3)C2=O)c1Cl (centres undefined)	nt	0	1	-14	5	4	4	nt
CC(=O)c1cccc(NC(=O)COC(=O)c2n[nH]c3ccccc23)c1	-5	nt	-5	1	nt	nt	2	nt
Cc1ccc(NC(=O)COC(=O)CNC(=O)C2CCCCC2)c(Br)c1	-7	nt	-1	-2	nt	nt	3	nt
O=S(=O)(Cc1ncc(C(F)(F)F)cc1Cl)c1ccccc1	-5	-2	2	-9	2	28	-1	1.1
CSc1ncccc1C(=O)Nc1ccc(C)cn1	1	11	3	-29	3	2	2	nt
COc1ccc(/C=C\C(=O)NCc2ccc3[nH]c(C)cc3c2)cc1OC	16	2	2	-23	-5	-1	13	0.0
CCOCCCNC(=O)c1ccc(CS(=O)(=O)Cc2cccc(C)c2)o1	4	-4	-1	-12	-1	6	2	nt
Cc1onc(-c2ccccc2Cl)c1C(=O)N(Cc1ccccc1)C(C)C	-11	-1	0	-11	12	-5	5	-0.1
CC(=O)Nc1ccc(SCC(=O)OCC(=O)NC(=O)NC2CCCC2)cc1	8	nt	nt	-2	nt	nt	2	-1.1
O=S(=O)(CCSc1nc2ccccc2o1)Cc1ccccc1	-9	-4	1	-1	8	-1	5	nt
COc1ccc(CNC(=O)CN(C)S(=O)(=O)c2ccc(Cl)cc2)cc1	-11	-5	-3	-6	-9	13	4	0.8
COc1ccccc1S(=O)(=O)N(C)C[C@H]1Oc2cc(C#CCC(C)C)ccc2S(=O)(=O)N([C@H](C)CO)C[C@@H]1C	16	-6	6	9	4	2	-3	nt
CCOC(=O)c1sc(NC(=O)c2ccc(Cl)s2)cc1C	-2	2	-6	-3	3	62*	0	nt
C[C@H](CO)N1C[C@H](C)[C@H](CN(C)C(=O)Nc2ccc(F)cc2)OCCCC[C@H](C)Oc2ccc(NS(=O)(=O)c3cn(C)cn3)cc2C1=O	-14	6	16	12	8	5	0	0.4
COc1ccccc1N(CC(=O)NCCSc1ccc(Cl)cc1)S(C)(=O)=O	-5	10	-4	-5	5	-15	2	nt

Quoted at random: 4 records from the list.
SMILES	ARNT TACC3 PPI	RAD54 inh	Casp6 inh	RAD52 inh	PglD DTNB	esBAF inh	ERp5 inh	E-sel inducer
COc1ccc(S(=O)(=O)N2CCCC2C(=O)NCC(=O)Nc2cccc(Cl)c2C)cc1 (centres undefined)	-2	1	0	-18	-7	7	6	nt
COc1ccccc1N(CC(=O)NCCSc1ccc(Cl)cc1)S(C)(=O)=O	-5	10	-4	-5	5	-15	2	nt
COc1cccc(-c2nn(-c3ccccc3)cc2/C=C(\C#N)C(=O)NCCCn2ccnc2)c1	1	-25	nt	nt	6	nt	nt	0.9
Cc1ccc(Cl)c(NC(=O)CN2C(=O)C(C)N(c3ccc(F)cc3)C2=O)c1Cl (centres undefined)	nt	0	1	-14	5	4	4	nt

Screening data (PubChem BioAssay)
